DNMT1 block: blocks human DNA methyltransferase DNMT1. P26358. DNMT1 molecular beacon, Hinp1I cleavage, fluorescence. inhibition (reported as % activation of signal), % at 10 µM. 360,000 compounds, 0.83% hits. AID 588458; in the data active means inhibition above about 50%
CendR NRP1 mod: alters CendR peptide binding to human NRP-1; 360,000 compounds, 0.85% hits; FAM-RPARPAR peptide binding to NRP-1, fluorescence polarization; O14786; AID 602438; inhibition, % at 25 µM;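 active means inhibition or corrected inhibition above about 18%, plus a signal ratio from 0.5 to 1.5, limit read from the data, passing the limit was not always enough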; further: strong numbers were not always called active
eLon inh: inhibitors of E. coli Lon protease | P0A9M0 | inhibition, % at 7.94 µM | 360,000 compounds, 0.42% hits | purified E. coli Lon protease, fluorescence polarization; in the data active means inhibition above about 13%, passing the limit was not always enough;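 further: 0% = enzyme with probe and DMSO and 100% = no enzyme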
Tb MetRS inh: blocks T. brucei methionyl-tRNA synthetase activity; purified T. brucei MetRS, ATP depletion, Kinase-Glo luminescence; inhibition, % at 11.9 µM; 360,000 compounds, 0.4% hits;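 active means inhibition above a per-plate cutoff of the control wells' mean inhibition plus 3 SD, cut at about 5.5% in these data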;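 further: 0% = DMSO wells median and 100% = median of wells with control inhibitor compound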
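Dosing: 11.9 µM compound single dose, 0.9% DMSO; Assay system: purified T. brucei MetRS enzyme; Measured by: Kinase-Glo luciferase luminescence reporting remaining unconsumed ATP; Schedule: 15 min plus 2 h at 25 °C.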
SUMO1-SIM PPI: modulators of human SUMO1-mediated protein-protein interactions. P63165. 360,000 compounds, 0.33% hits. inhibition, % at 20 µM. SUMO1 binding to a labelled peptide, TR-FRET, 1 h; in the data active means inhibition above about 37%
Target sequence (P63165 whole entry, looked up): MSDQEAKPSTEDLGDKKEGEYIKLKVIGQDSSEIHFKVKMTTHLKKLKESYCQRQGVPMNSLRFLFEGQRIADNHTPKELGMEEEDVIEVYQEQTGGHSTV
Scp-1 inhibitor: Scp-1 (human) phosphatase inhibition; Q9GZU7; 340,000 compounds, 0.88% hits; Recombinant Scp1, phosphopeptide, malachite green phosphate absorbance; inhibition, % at 20 µM;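 active means inhibition above about 50% at 20 µM, limit read from the data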;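 further: plate controls were DMSO wells with enzyme for no effect and wells lacking enzyme for full effect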
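assay system = SCP-1 phosphatase catalytic domain, residues 76-261 | buffer or medium = 50 mM Tris acetate pH 5.5, 0.005% Tween-20, 10 mM MgCl2 | incubation = enzyme reaction 45 min at room temperature, colour 5 min, stabilisation 30 min | signal = Phosphate-binding colour reagent, absorbance read at 630 nm | measure = % inhibition at 20 µM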
bovine MsrA act: bovine methionine sulfoxide reductase A activation | 360,000 compounds, 0.3% hits | AID 602163 | purified bovine MsrA, absorbance read-out | activation, % at 10.6 µM; in the data active means activation above about 7.5%;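 further: 0% = vehicle and 100% = reference activator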
LMPTP inh: LMPTP (human) inhibition; P24666; recombinant LMPTP-A, OMFP fluorogenic substrate, fluorescence intensity; inhibition, % at 20 µM; 360,000 compounds, 0.22% hits; AID 651560;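 active means compounds that cut the enzyme signal by at least half of the control window in the single-dose screen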;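 further: plate controls were DMSO wells with enzyme plus substrate for no effect and substrate without enzyme for full effect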
Target sequence (P24666 whole entry, looked up): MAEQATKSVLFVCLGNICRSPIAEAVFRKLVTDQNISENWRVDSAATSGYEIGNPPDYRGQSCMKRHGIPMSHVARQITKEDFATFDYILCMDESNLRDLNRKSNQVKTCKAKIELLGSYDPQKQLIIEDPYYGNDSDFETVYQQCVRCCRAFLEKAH
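Test system: LMPTP-A, protein tyrosine phosphatase of low molecular weight; Input: 0.625 nM enzyme; Incubation: 50 min dark incubation at room temperature; Signal: endpoint fluorescence intensity from OMFP dephosphorylation; Read-out basis: % inhibition versus control wells.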
STEP block: blocks human striatal-enriched tyrosine phosphatase | P54829 | AID 588621 | 360,000 compounds, 0.25% hits | inhibition, % at 20 µM | recombinant STEP, OMFP fluorogenic substrate, fluorescence;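 active means inhibition at 20 µM, scaled per plate between control wells, above about 37%, limit read from the data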;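 further: 0% = DMSO with enzyme and substrate and 100% = substrate only without enzyme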
Target sequence (P54829 whole entry, looked up): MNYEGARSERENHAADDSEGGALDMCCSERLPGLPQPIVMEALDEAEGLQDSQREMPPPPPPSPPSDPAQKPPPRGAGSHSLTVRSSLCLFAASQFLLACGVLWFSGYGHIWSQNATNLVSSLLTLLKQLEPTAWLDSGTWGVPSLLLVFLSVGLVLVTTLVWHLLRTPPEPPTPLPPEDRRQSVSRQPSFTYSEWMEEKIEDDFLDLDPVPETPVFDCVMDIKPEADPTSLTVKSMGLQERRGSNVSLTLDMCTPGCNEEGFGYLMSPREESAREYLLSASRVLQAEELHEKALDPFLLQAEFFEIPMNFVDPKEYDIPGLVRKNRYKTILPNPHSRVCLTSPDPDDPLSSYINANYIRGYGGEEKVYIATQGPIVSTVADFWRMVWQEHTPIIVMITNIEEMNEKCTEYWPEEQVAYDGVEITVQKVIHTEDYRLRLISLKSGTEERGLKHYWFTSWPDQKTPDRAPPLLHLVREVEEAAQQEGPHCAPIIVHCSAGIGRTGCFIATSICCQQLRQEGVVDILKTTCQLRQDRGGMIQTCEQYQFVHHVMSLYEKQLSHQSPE
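System: STEP (striatal-enriched tyrosine phosphatase) enzyme, cell-free; medium: Bis-Tris pH 6.0 buffer with DTT, detergent; dosing: 20 µM, 1% DMSO; times: reaction 20 min, ambient temperature; detection: fluorescence, 480/540 nm; read-out basis: normalized % inhibition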
MsrA inh: bovine MsrA inhibition | 360,000 compounds, 0.75% hits | AID 651718 | purified bovine MsrA, absorbance read-out | inhibition, % at 15.5 µM; in the data active means inhibition above about 4.5%;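 further: 0% = vehicle wells with enzyme and 100% = reference inhibitor wells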
* hit, by the source's call; x = no result given.

SMILES	DNMT1 block	CendR NRP1 mod	eLon inh	Tb MetRS inh	SUMO1-SIM PPI	Scp-1 inhibitor	bovine MsrA act	LMPTP inh	STEP block	MsrA inh
COc1ccccc1OCCNC1CCCC1	4	-8	0	-0.1	-1	-7	-2	-1.5	4	-1.2
CN1/C(=C\C(=O)CSc2ncn[nH]2)C(C)(C)c2ccccc21	1	-16	-4	-0.3	4	-4	-5	-0.5	-5	3.9
CCCCCC(O)CCc1n[nH]c(=S)n1-c1ccccc1 (stereo unspecified)	2	11	4	-0.8	-2	-1	5	-3.0	-1	-1.6
Cc1nc(=O)c(-c2ccccc2)c(C)n1-c1ccccc1O	7	10	-14	-0.1	-1	-5	0	-1.0	-2	0.8
Cc1cccc(-c2cc3nc(C)cc(C)n3n2)c1	8	-21	-4	-3.1	1	5	-12	1.0	2	-1.1
Cc1ccc(-n2c(=O)[nH]cc(C(=O)N3CCc4ccccc43)c2=O)cc1	2	0	-10	-0.2	2	-6	-2	-1.1	3	1.0
COc1ccc(Cl)cc1-c1cc(C(=O)NCc2ccco2)[nH]n1	-4	14	4	-0.4	2	x	0	-0.5	-1	-0.3
CC(C)C[C@@H](CN1CCC[C@H]1CN1C(=O)C(=O)NC[C@@H]1Cc1ccccc1)N1C[C@H](Cc2ccccc2)N(CC2CCCCC2)C(=O)C1=O	x	3	4	-0.7	4	x	-6	2.2	x	-0.7
Nc1nc2n(n1)C(c1ccco1)CC(c1ccc(Cl)cc1Cl)N2 (stereo unspecified)	5	0	-22	9.6*	0	0	0	0.2	-2	0.0
CN(CC(=O)Nc1ccccc1C(=O)NC1CC1)Cc1ccc(Cl)cc1	2	8	-9	-0.2	34	-3	-1	-0.6	-3	-0.3
COc1ccc(CCn2c(=N)c(S(=O)(=O)c3ccc(Cl)cc3)cc3c(=O)n4ccccc4nc32)cc1	18	137	-1	0.4	2	15	-2	1.7	-17	0.4
CNS(=O)(=O)c1cn(CC(=O)NCc2ccc(OC)cc2)cc1S(=O)(=O)NC	1	5	-15	-0.6	2	-9	3	-0.6	-1	-0.5
COc1cc(SC)ccc1C(=O)N1CCN(Cc2ccc3c(c2)OCO3)CC1	-1	1	-9	-0.4	-3	-9	-4	-0.2	-2	0.5
CCCNC(=O)Nc1ccc2c(c1)OC[C@H](C)N(C(=O)C1CCCCC1)C[C@@H](C)[C@H](OC)CN(C)C2=O	x	8	x	-0.5	5	x	x	-0.7	x	-0.1
CC(C)Cn1c(SCC(=O)Nc2ccc(Cl)cc2F)nc(O)cc1=O	2	-8	2	-0.3	4	-4	-7	0.1	6	0.5
CCCCCCc1nc2ccccc2c(=O)n1N	2	0	-7	-2.1	2	-4	-11	0.8	0	-1.2
C=C(C)c1cccc(C(C)(C)NC(=O)Nc2ccc3[nH]c(=O)[nH]c3c2)c1	0	14	4	-0.1	-3	16	4	-0.7	1	0.6
Cc1ccc(-c2nnc(-c3ccccc3)c(-c3ccccc3)n2)cc1	-2	22	4	0.4	2	-10	-1	4.4	4	1.7
c1ccc(CSc2nnc(-c3cccnc3)o2)cc1	2	20	5	-1.4	-4	6	-10	-2.0	-1	-0.7
COc1ccccc1C=NC(CO)C(O)c1ccc([N+](=O)[O-])cc1 (stereo unspecified)	-2	-11	-2	-0.6	-11	-9	-4	-0.6	0	-0.2
COC(=O)c1cccc(NC(=S)NCc2ccc(Cl)cc2)c1	-2	8	-4	0.1	1	-18	1	2.0	-2	-0.3
COC(=O)[C@@]12CCCN1[C@H](c1ccc(-c3cccc(Cl)c3)cc1)[C@H]1C(=O)N(C)C(=O)[C@H]12	-4	4	-5	-0.1	3	-6	-1	0.8	-2	-1.1
CCCS(=O)(=O)N1CCN(S(=O)(=O)c2ccc(F)cc2)CC1	-1	-14	-7	1.1	-1	16	-3	0.0	-4	-0.7
COc1ccc(N(CCC(=O)O)S(=O)(=O)c2ccc(C)c(C)c2)cc1	3	-9	-1	-0.3	-1	-6	-4	1.3	17	-1.1
CSc1ccc(NC(=O)Nc2ccccc2C(N)=O)cc1	-2	15	4	-1.7	3	4	-3	-0.1	-3	-0.5
COc1ccc(C(=O)Nc2cc(Cl)ccc2N2CCOCC2)cc1S(=O)(=O)N1CCOCC1	-6	12	5	0.1	2	-4	-3	0.8	-2	1.3
CCCCCC(=O)Nc1cccc(C2=NOC3(C2)C[C@@H](C(N)=O)N(C(=O)C2(C)CC2)C3)c1 (stereo partly specified)	8	19	2	-0.3	4	15	-5	0.3	-1	-0.3
N#C/C(=C\c1ccc(OC(=O)c2cccs2)cc1)c1nc2ccccc2[nH]1	-4	-8	-7	-0.2	-8	52*	-1	3.5	0	0.7
CC(C)(C)C1CCc2c(sc(NC(=O)c3cccs3)c2C(=O)N2CCCCC2)C1 (stereo unspecified)	-3	-5	-1	0.3	2	-7	-2	1.2	2	0.4
N=C1S/C(=C\c2cccc3ccccc23)C(=O)N1c1ccc(F)cc1	46	-17	7	0.6	2	1	-4	2.4	4	-0.2

Reformatted with each value named: entries from further up
compound: c1ccc(CSc2nnc(-c3cccnc3)o2)cc1
  DNMT1 block: 2
  CendR NRP1 mod: 20
  eLon inh: 5
  Tb MetRS inh: -1.4
  SUMO1-SIM PPI: -4
  Scp-1 inhibitor: 6
  bovine MsrA act: -10
  LMPTP inh: -2.0
  STEP block: -1
  MsrA inh: -0.7
compound: COc1ccccc1C=NC(CO)C(O)c1ccc([N+](=O)[O-])cc1 (stereo unspecified)
  DNMT1 block: -2
  CendR NRP1 mod: -11
  eLon inh: -2
  Tb MetRS inh: -0.6
  SUMO1-SIM PPI: -11
  Scp-1 inhibitor: -9
  bovine MsrA act: -4
  LMPTP inh: -0.6
  STEP block: 0
  MsrA inh: -0.2

Some of these compounds in order of the DNMT1 block value, descending.
compound	DNMT1 block
N=C1S/C(=C\c2cccc3ccccc23)C(=O)N1c1ccc(F)cc1	46
CCCCCC(=O)Nc1cccc(C2=NOC3(C2)C[C@@H](C(N)=O)N(C(=O)C2(C)CC2)C3)c1 (stereo partly specified)	8
CC(C)(C)C1CCc2c(sc(NC(=O)c3cccs3)c2C(=O)N2CCCCC2)C1 (stereo unspecified)	-3
N#C/C(=C\c1ccc(OC(=O)c2cccs2)cc1)c1nc2ccccc2[nH]1	-4
COc1ccc(C(=O)Nc2cc(Cl)ccc2N2CCOCC2)cc1S(=O)(=O)N1CCOCC1	-6

Next results.
SMILES	DNMT1 block	CendR NRP1 mod	eLon inh	Tb MetRS inh	SUMO1-SIM PPI	Scp-1 inhibitor	bovine MsrA act	LMPTP inh	STEP block	MsrA inh
O=C1NC(=S)N/C1=C/c1cccc([N+](=O)[O-])c1	5	3	0	-0.6	-26	-6	-7	0.7	-4	2.7
Cc1cc(NC(=O)CCC(=O)N(c2ccccc2C)C(C(=O)NC2CCCC2)c2ccccc2)no1 (stereo unspecified)	2	4	1	-1.1	-2	10	-10	-1.8	-2	0.6
O=C(Nc1cccc(-c2ccc(N3CCCCC3)nn2)c1)C(F)(F)F	-1	9	1	-0.1	-21	-5	-2	1.0	1	-1.0
Cc1c(Cl)cccc1NC(=S)NC(=O)c1cncc(Br)c1	-1	-5	4	-0.9	1	0	-2	1.5	3	-0.9
CCOC(=O)c1cccc(N2C(N)=NC(N)=NC2(C)C)c1	3	-4	-1	-0.5	-1	-10	-2	0.1	0	1.1
COc1cc(NC(=O)CCCNC(=O)c2ccc(Cl)cc2)cc(OC)c1OC	-2	0	1	0.0	-4	12	-2	-0.6	-2	1.3
CC12CCC(O)CC1=CCC1C2CCC2(C)c3[nH]ncc3CC12 (stereo unspecified)	-1	0	-2	-0.1	2	-5	-2	-1.1	-1	-1.2
COCCn1c(C)cc(C(=O)COC(=O)CNC(=O)c2ccco2)c1C	2	-5	4	-0.6	1	-7	-5	-0.5	-1	0.3
CCOC(=O)N1CCN(Cc2nc3cc(NC(=O)C(C)C)ccc3n2CC)CC1	1	1	7	-1.3	0	4	-5	-0.7	0	-0.3
Cn1c(NC(=O)C[n+]2cc(-c3ccc(Cl)cc3)n3c2CCC3)cc(=O)n(C)c1=O	9	-8	-5	-0.8	0	11	-4	-0.3	-2	-0.5
S=C(Nc1ccc2nccnc2c1)N1CCOCC1	-6	4	2	-0.2	-14	-3	-2	0.3	-1	0.7
COc1ccc(CCN(C)Cc2ccc(OCc3ccccc3)c(OC)c2)cc1OC	-1	-7	-3	-0.5	6	-3	-4	-1.3	1	-0.6
O=C1CC(N2CCN(c3cccc(C(F)(F)F)c3)CC2)C(=O)N1c1ccccc1F (stereo unspecified)	-5	3	-4	1.1	4	-6	0	1.0	6	0.5
COc1ccccc1C(=O)COC(=O)COc1ccc(C#N)cc1	4	28*	-4	-0.1	-2	-16	-3	1.5	0	-0.3
Oc1ccc(Cl)c(CN2CCN(c3ncc(Cc4ccccc4)cn3)CC2)c1	x	19	x	-0.6	5	x	x	0.7	x	0.4
COc1ccc(S(=O)(=O)N2CCOCC2)cc1NC(=O)CSc1nnnn1C1CC1	3	0	-4	-0.1	2	-6	-3	-0.6	14	1.2
C=CCOc1c(Br)cc(/C=N/NC(=O)Cc2ccc(C(F)(F)F)cc2[N+](=O)[O-])cc1OC	20	-7	10	-0.2	0	-4	-5	-0.5	-4	-0.5
